SR-BI HDL uptake – mouse SR-BI HDL lipid transfer inhibition; inhibition, % at 12.5 µM; hit rate 0.96% among 320,000; ldlA[mSR-BI] CHO cells, DiI-HDL uptake fluorescence, 3 h;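 active means mean replicate inhibition of at least 70% and a set share of replicates each scoring 70 or more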;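 further: 0% = median of neutral control wells and 100% = median of positive control wells; values of inactives mirror those of a sister screen read the other way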
Target sequence (Q61009 whole entry, looked up): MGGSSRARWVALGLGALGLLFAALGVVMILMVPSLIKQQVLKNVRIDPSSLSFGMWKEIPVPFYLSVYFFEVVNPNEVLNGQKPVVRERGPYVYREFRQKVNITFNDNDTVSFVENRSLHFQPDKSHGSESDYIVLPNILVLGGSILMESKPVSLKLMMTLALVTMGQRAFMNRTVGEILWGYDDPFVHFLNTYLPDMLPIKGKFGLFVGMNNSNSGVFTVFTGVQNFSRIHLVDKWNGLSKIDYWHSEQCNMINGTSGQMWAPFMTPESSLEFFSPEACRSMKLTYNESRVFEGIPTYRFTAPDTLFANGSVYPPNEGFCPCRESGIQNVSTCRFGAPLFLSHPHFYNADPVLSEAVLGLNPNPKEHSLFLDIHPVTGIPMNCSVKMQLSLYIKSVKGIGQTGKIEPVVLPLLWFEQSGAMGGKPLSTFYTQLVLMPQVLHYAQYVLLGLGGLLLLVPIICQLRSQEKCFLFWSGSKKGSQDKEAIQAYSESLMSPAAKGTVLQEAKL
SR-BI uptake up – activators of SR-BI mediated HDL lipid uptake | CHO ldlA[mSR-BI] cells, DiI-HDL uptake fluorescence, 3 h; 100 = double the neutral-control signal | activation, % at 12.5 µM | hit rate 0.096% among 320,000 | AID 504775;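 active means mean replicate activation of at least 60% and every replicate at or above 60%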;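 further: 0% = median plate neutral-control signal and 100% = twice that signal; values of inactives mirror those of a sister screen read the other way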
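Assay system: CHO ldlA[mSR-BI] cells, LDL receptor-null, SR-BI overexpressing; medium: Ham's F12 with 0.5% BSA, HEPES 25 mM, pH 7.4; also added: DiI-HDL 10 µg/mL; timing: 3 h uptake period with compound, 37 °C; signal: DiI fluorescence, bottom read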
MITF TRPM1 HTS – activators of MITF-driven TRPM1 promoter activity in SK-MEL-5 cells | activation, % at 12.5 µM | SK-MEL-5 TRPM1-promoter luciferase, 24 h; % of positive control, neutral wells = 0 | hit rate 0.75% among 300,000 | AID 588334;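 active means mean activation of at least 80% with every replicate also reaching 80%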;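 further: 0% = neutral control wells and 100% = parthenolide positive control wells; values of inactives mirror those of a sister screen read the other way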
PfHsp90 yeast 2 – reduces growth (ATP signal) of yeast expressing P. falciparum Hsp90. S. cerevisiae expressing PfHsp90, BacTiter-Glo ATP, 48 h; yeast lacking PDR1 and PDR3 efflux regulators. inhibition, % at 9.4 µM. hit rate 0.32% among 310,000. AID 504621;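 active means every replicate shows inhibition above about 80%, whatever the replicate mean, limit read from the data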;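 further: 0% = DMSO neutral controls and 100% = 20 µM radicicol positive controls; yeast relying on Plasmodium falciparum Hsp90 in place of its own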
CAL PDZ FP-1 – human CAL PDZ-peptide interaction inhibition. Q9HD26. purified CAL PDZ, TMR-peptide fluorescence polarization, 1 h. inhibition, % at 20 µM. hit rate 0.02% among 330,000. AID 504414;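 active means highest replicate inhibition of at least 40%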;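 further: plate controls were DMSO neutral control wells for no effect and unlabeled competitor peptide control wells for full effect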
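Material: tagged CAL PDZ protein CerCALP, purified; buffer or medium: sodium phosphate/NaCl buffer pH 7.4 with TCEP, IgG, Thesit; also added: fluorescent TMR peptide probe; schedule: 1 h incubation at room temperature before polarization reading; technique: fluorescence polarization from S- and P-plane intensities, G-factor corrected; control set: unlabelled peptide and DMSO controls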
NSD2 inh – NSD2 (human) methyltransferase inhibition; NSD2 peptide methylation, AlphaScreen, 120 min; inhibition, % at 12.5 µM; hit rate 0.54% among 310,000; AID 743445; in the data active means inhibition above about 50%
CAL PDZ FP-2 – inhibitors of human CAL PDZ peptide binding | inhibition, % at 24.9 µM | purified CAL PDZ, TMR-peptide fluorescence polarization, 1 h | Q9HD26 | AID 602252 | hit rate 0.92% among 300,000;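 active means mean inhibition of at least 30% with at least half of replicates also reaching 30%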;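 further: 0% = DMSO neutral control and 100% = excess unlabeled competitor peptide PRC23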
Rtt109 Vps75 – inhibitors of Candida albicans Rtt109/Vps75 histone acetyltransferase. purified Rtt109/Vps75, ThioGlo CoA-SH fluorescence, 4 h. inhibition, % at 34.9 µM. hit rate 0.16% among 330,000. Q5AAJ8;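 active means inhibition of at least 50% in every replicate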
Target sequence (Q5AAJ8 whole entry, looked up): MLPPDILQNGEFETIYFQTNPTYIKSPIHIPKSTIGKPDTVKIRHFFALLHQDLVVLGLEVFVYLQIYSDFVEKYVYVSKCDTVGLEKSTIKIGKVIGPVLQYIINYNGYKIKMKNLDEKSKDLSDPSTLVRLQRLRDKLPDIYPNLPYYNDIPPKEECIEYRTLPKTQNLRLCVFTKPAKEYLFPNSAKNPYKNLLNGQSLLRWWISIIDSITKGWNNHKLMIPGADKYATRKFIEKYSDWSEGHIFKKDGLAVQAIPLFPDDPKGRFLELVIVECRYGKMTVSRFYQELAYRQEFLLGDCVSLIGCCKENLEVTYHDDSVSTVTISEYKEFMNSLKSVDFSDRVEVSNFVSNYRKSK
dFosB act – mouse delta FosB homodimer activation. P13346. AID 493131. hit rate 0.99% among 340,000. purified delta FosB, TAMRA-CDK5 oligo fluorescence polarization; percent of positive-control signal above neutral wells. activation, % at 25 µM;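 active means mean activation above about 17%, with every replicate also reaching it, limit read from the data, passing the limit was not always enough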;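 further: fluorescence polarization rise as delta FosB binds a TAMRA Cdk5 AP-1 oligo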
PvdQ inh – P. aeruginosa PvdQ acylase inhibition | purified PvdQ acylase, fluorescence plate reader | inhibition, % at 10 µM | hit rate 0.063% among 340,000 | AID 488965; in the data active means inhibition above about 30%, passing the limit was not always enough;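 further: 0% = vehicle neutral wells and 100% = reference inhibitor wells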
Active calls of the source: *; . = no result given. Outcome played no part in choosing rows; about 4.3% have a hit in one of these screens.

SMILES	SR-BI HDL uptake	SR-BI uptake up	MITF TRPM1 HTS	PfHsp90 yeast 2	CAL PDZ FP-1	NSD2 inh	CAL PDZ FP-2	Rtt109 Vps75	dFosB act	PvdQ inh
COc1cccc(N2C(=O)CC(N3CCC(c4nc5ccccc5[nH]4)CC3)C2=O)c1 (stereo unspecified)	-24	24	.	.	-0.4	.	-3	9	2	-8
Cc1noc(C)c1CSCC(=O)OCC(=O)Nc1sccc1C#N	-3	3	.	.	.	-1	6	-5	-1	4
O=C(O)CC1SC(=O)N(Cc2ccccc2)C1=O (stereo unspecified)	4	-4	.	.	-0.6	.	-3	-9	8	0
COc1ccc(/C=N/n2c(-c3n[nH]c4c3CCC4)n[nH]c2=S)cc1	-9	9	-5	-40	-1.2	2	-3	3	-4	-13
O=C(Cn1c(NCCO)nc2ccccc21)c1ccc(Cl)cc1Cl	10	-10	-2	6	-0.3	0	5	-1	-3	-4
Cc1cc2ncn(C3CC(=O)N(C)C3=O)c2cc1C (stereo unspecified)	-23	23	-13	-1	-0.9	0	.	6	4	6
Cn1c(CCNC(=O)c2ccccc2F)nnc1SCc1nc2ccccc2c(=O)[nH]1	-14	14	-8	10	-2.1	-1	0	6	-6	9
COC(=O)c1cc(-c2ccc(OC)cc2)on1	-2	2	13	13	0.8	0	-4	2	-15	95*
CC(C)(C)c1ccc(-c2noc(C(=O)NN)n2)cc1	26	-26	.	-2	0.4	1	1	-3	-2	-14
N#CCN1C(=O)NC2(CCCc3sccc32)C1=O (stereo unspecified)	-20	20	-2	17	-2.0	1	-2	12	-16	8
CCn1cc(CN2CCC(C(=O)Nc3cccc(-c4cscn4)c3)CC2)cn1	6	-6	-5	6	-1.0	-1	-2	1	-12	-2
Cc1cc(NC(=O)C2CC(=O)N(c3ccccc3C)C2)no1 (stereo unspecified)	.	.	5	-3	-1.2	2	-5	0	2	-11
CCOC(=O)C1CCCC(NS(=O)(=O)c2ccc(NC(C)=O)cc2)C1 (stereo unspecified)	-19	19	.	11	1.1	-1	-4	-1	4	-3
CC[C@]12C(=O)N(C)C[C@H]([C@@H]3C(=O)N(C)C(=O)[C@@H]31)N2C(=O)c1ccc(Br)cc1	-3	3	4	-31	0.5	.	3	-4	-3	6
Cc1cc(C)n(-c2cc(N3CCN(C(=O)c4ccccc4C)CC3)ccc2[N+](=O)[O-])n1	-17	17	-2	4	-2.2	.	-1	12	-4	-5
O=C(NC1CCCC1)C1CCCN1C(=O)Nc1ccccc1 (stereo unspecified)	1	-1	.	29	-1.4	1	0	-5	-3	-9
CC(=O)Nc1cccc(C(=O)OC(C)C(=O)N2CCc3ccccc32)c1 (stereo unspecified)	18	-18	1	2	-3.0	1	-3	-9	0	-3
O=C1c2ccccc2CCC1C(O)c1ccccn1 (stereo unspecified)	-5	5	.	.	-0.3	0	-3	7	0	4
CN(C)c1nc(N(C)C)n(C(=O)c2cccs2)n1	-16	16	-1	2	-0.5	-1	-1	-7	3	10
Cc1nc(N2CCN(C(=O)c3ccco3)CC2)c2c3c(sc2n1)CCCC3	65	-65	-3	16	-2.4	2	-4	10	-12	-3

As a working copy, part of the list above:
SMILES	SR-BI HDL uptake	SR-BI uptake up	MITF TRPM1 HTS	PfHsp90 yeast 2	CAL PDZ FP-1	NSD2 inh	CAL PDZ FP-2	Rtt109 Vps75	dFosB act	PvdQ inh
O=C(NC1CCCC1)C1CCCN1C(=O)Nc1ccccc1 (stereo unspecified)	1	-1	.	29	-1.4	1	0	-5	-3	-9
CC(=O)Nc1cccc(C(=O)OC(C)C(=O)N2CCc3ccccc32)c1 (stereo unspecified)	18	-18	1	2	-3.0	1	-3	-9	0	-3
O=C1c2ccccc2CCC1C(O)c1ccccn1 (stereo unspecified)	-5	5	.	.	-0.3	0	-3	7	0	4
CN(C)c1nc(N(C)C)n(C(=O)c2cccs2)n1	-16	16	-1	2	-0.5	-1	-1	-7	3	10
Cc1nc(N2CCN(C(=O)c3ccco3)CC2)c2c3c(sc2n1)CCCC3	65	-65	-3	16	-2.4	2	-4	10	-12	-3

Back to the main list, starting 3 compounds before the break.
SMILES	SR-BI HDL uptake	SR-BI uptake up	MITF TRPM1 HTS	PfHsp90 yeast 2	CAL PDZ FP-1	NSD2 inh	CAL PDZ FP-2	Rtt109 Vps75	dFosB act	PvdQ inh
O=C1c2ccccc2CCC1C(O)c1ccccn1 (stereo unspecified)	-5	5	.	.	-0.3	0	-3	7	0	4
CN(C)c1nc(N(C)C)n(C(=O)c2cccs2)n1	-16	16	-1	2	-0.5	-1	-1	-7	3	10
Cc1nc(N2CCN(C(=O)c3ccco3)CC2)c2c3c(sc2n1)CCCC3	65	-65	-3	16	-2.4	2	-4	10	-12	-3
O=C(O)CC(NS(=O)(=O)Cc1ccccc1)c1cccc([N+](=O)[O-])c1 (stereo unspecified)	-19	19	4	-4	.	-2	-5	-2	4	-21
CC1(C)CC(NS(=O)(=O)c2ccccc2)CC(C)(C)N1	-17	17	-1	-2	0.7	.	2	-10	5	-7
Cc1ccc(NC(=S)N2CCN(Cc3ccccc3)CC2)c(C)c1	.	.	1	10	-0.3	32	0	4	-1	11
OCCC1CN(Cc2nc3ccccc3[nH]2)CCN1C1CCCC1 (stereo unspecified)	-2	2	10	.	-2.5	1	-1	-6	-1	-7
CCCn1c(N)c(C(=O)CSc2nnc3n2CCCCC3)c(=O)n(C)c1=O	-13	13	0	.	-1.2	.	-3	1	4	-20
NC(=O)c1nn(-c2ccccc2)nc1NC(=O)CN1CCOCC1	.	.	-3	-24	-1.8	-4	1	-2	-7	-5
O=C(Cc1ccc(-c2ccccc2)cc1)NCc1cccnc1	-2	2	-18	3	-2.2	1	-1	-2	0	-7
CC(C)(C)NC(=O)COC(=O)c1snc(C(=O)NC2CCCCC2)c1N	4	-4	-13	-21	-0.1	.	-2	-13	-3	8
COc1ccc(NC(=O)N2CCN(C(=O)c3ccco3)CC2)c(OC)c1	-14	.	20	16	-0.1	0	-2	-9	-1	-7
COc1ccc(CCNCc2ccc(OCc3ccc(Cl)nc3)c(OC)c2)cc1OC	5	-5	-3	19	-1.6	18	-1	8	-8	-9
Cc1nc2cc(NC(=O)N3CCCCC3)ccc2n1C	6	-6	26	14	-0.4	1	-4	-1	3	-14
O=c1c2cccc3c2c(nn1CN1CCOCC1)-c1ccccc1-3	-15	15	-27	-69	-1.6	.	-2	-28	-61	-1
O=C1c2cccc3cccc(c23)C(=O)N1c1ccncc1	2	-2	3	-46	.	0	-1	-2	6	-4
COc1ccc(NC(=O)CSc2nnnn2C)c([N+](=O)[O-])c1	-15	15	4	-29	.	-10	6	1	0	-12
COc1cccc(/C=C(/CC(=O)Nc2ccc(N3CCOCC3)cc2)c2nc3ccccc3s2)c1	51	-51	-8	4	-0.7	0	.	-11	-7	4
O=C(CCC1CCCCC1)Nc1nccs1	-1	1	15	-37	-2.9	-4	-2	.	2	4
O=C1c2cccnc2C(=O)N1Cc1ccc(S(=O)(=O)N2CCN(c3ccccc3)CC2)cc1	-9	9	-3	-7	0.2	-5	-2	-5	-7	2
CCc1ccc2nc(Nc3ncc(C(C)=O)c(C)n3)nc(C)c2c1	-5	5	.	-13	0.5	-1	-3	-5	0	-10
O=C(O)CCN=C1CCCc2ccccc2N1	-4	4	.	.	-1.9	-3	-4	-1	4	-2
CCN1CCN(CCCN(Cc2ccco2)C(=S)Nc2ccc(Cl)c(C)c2)CC1	1	-1	-8	56	-0.9	9	0	-7	3	0
COc1ccc(NC(=O)N(C)C[C@H]2Oc3ccc(NC(=O)CCN4CCOCC4)cc3C(=O)N([C@H](C)CO)C[C@@H]2C)cc1	-11	11	2	0	0.7	.	-1	4	-9	5
Brc1ccc(-c2cn3ccccc3n2)cc1	17	-17	22	15	-2.9	-3	-12	0	-6	0
Cc1ccc(CNC(=O)C(OC(=O)c2cccs2)C(C)C)cc1 (stereo unspecified)	.	.	.	-14	-3.5	-9	-3	-8	-5	10
Cc1nnc(SCc2c(Cl)cccc2Cl)n(N)c1=O	-1	1	9	9	-2.9	-5	12	3	-4	-2
Cc1ccc(N/C=C/C(=O)c2sc(-c3ccccc3)nc2C)cc1	-1	1	5	-36	-0.7	-1	0	-3	-8	6
O=C1CCCC(=O)C1=C1SCCS1	-5	5	0	.	-0.4	1	-1	-5	2	-5
COc1cccc(-c2noc(-c3cccs3)n2)c1	6	-6	.	.	-0.7	-1	-5	-6	-7	-15
CN(C)c1ccc(C(=O)NCCCSc2ccccc2)cc1	-7	7	9	-4	-0.7	1	3	4	-9	-4

Assay outcomes as filed in PubChem BioAssay.
